DT40 TDP1 no CPT = qHTS for Inhibitors of human tyrosyl-DNA phosphodiesterase 1 (TDP1): qHTS in cells in absence of CPT; DT40 Tdp1-/- hTDP1 cells, no CPT, ATP luminescence, 48 h; Potency, µM (titrated, usually from 46.2 µM), for the others: at the highest dose activity change, negative = growth inhibition, usual class: inhibitors; actives 15% (n = 420,000); active = well fitted inhibition curve with a large enough effect; inconclusive = small, poorly fitted or top-dose-only effect; also: nearly all actives have a fitted effect of over 55% in size
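Seeded 400 DT40-hTDP1 cells/well (vehicle DMSO, no 20 nM CPT); pinned compounds; ≥48 hr at 37 °C; CellTiter-Glo luminescence as viability measure.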
An asterisk follows results filed as active; ? = inconclusive; & = joins results of further samples. % is scaled to controls: 0 for no effect and ±100 for the full control effect; potency is read from the fitted curve at half-maximal effect. These rows are one share of the data (hit frequency here may not be typical).

SMILES	DT40 TDP1 no CPT
c1ccc(CNc2nc(NCCOc3ccccc3)c3sccc3n2)cc1	16µM*
O=c1o[nH]c(-c2ccccc2)c1-c1ccccc1	-28%
Cc1ccc(S(=O)(=O)N2CCCOC2CNC(=O)C(=O)NCCc2ccco2)cc1 (configuration not stated)	?
CC(C)=CCC[C@H](C)C[C@@H]1Cc2[nH]c(=S)[nH]c(=O)c2[C@@H](c2ccc(F)cc2)O1	26µM*
COc1ccc([C@H]2C[C@@H](O)[C@H](n3cc(COC(=O)c4ccccc4)nn3)CN2C(=O)c2cccs2)cc1	?
CCCC(=O)N1CCCC1(C)C(=O)Nc1ccc2cn[nH]c2c1 (configuration not stated)	-2%
Cc1ccc(S(=O)(=O)N2C[C@H]3C(=O)C[C@@H](c4ccccc4)N(S(C)(=O)=O)[C@H]3C[C@H]2c2ccccc2)cc1	?
CC1(C(=O)NS(=O)(=O)c2cccc(C#N)c2)CCN1C(=O)C1(c2ccccc2)CC1 (configuration not stated)	-5%
O=[N+]([O-])c1ccc2nc(NN=Cc3ccc(O)cc3)sc2c1	?
c1ccn(CCc2ccncc2)c1	6%
COc1cc(=O)n2c(c1C(=O)NC(C)c1ccco1)CCN(Cc1cc(C)cc(C)c1)CC2 (configuration not stated)	-11%
Cn1c(-c2ccc(C(=O)c3ccccc3)s2)nc2ccccc21	-30%

An excerpt of these results, bar-delimited:
canonical_smiles | DT40 TDP1 no CPT
CCCC(=O)N1CCCC1(C)C(=O)Nc1ccc2cn[nH]c2c1 (configuration not stated) | -2%
Cc1ccc(S(=O)(=O)N2C[C@H]3C(=O)C[C@@H](c4ccccc4)N(S(C)(=O)=O)[C@H]3C[C@H]2c2ccccc2)cc1 | ?
CC1(C(=O)NS(=O)(=O)c2cccc(C#N)c2)CCN1C(=O)C1(c2ccccc2)CC1 (configuration not stated) | -5%
O=[N+]([O-])c1ccc2nc(NN=Cc3ccc(O)cc3)sc2c1 | ?

More records
SMILES	DT40 TDP1 no CPT
CC1(Oc2cccc(F)c2)CCN(Cc2ccc(-c3ccccn3)cc2)C1 (configuration not stated)	18µM*
Cc1cccc(C)c1NC(=O)C1C(c2ccccc2)=Nc2ccccc2N1C(=O)c1cnccn1 (configuration not stated)	?
Cc1ccc(OCC(=O)N2CCc3ccccc3C2)cc1C	?
CNc1ccc(-c2ccccc2OC)cn1	-5%
COc1ccc(C(=O)N2CCC(C)(C(=O)NS(=O)(=O)C3CC3)C2)cc1F (configuration not stated)	-9%
Cc1cc(C)cc(Cn2c3ccc(NC(=S)NCc4ccccc4F)cc3c(=O)n2C)c1	?
COc1cccc(CNC(=O)c2c(OC)cc(=O)n3c2CCN(C(=O)c2cc(C)ccc2C)CC3)c1	-3%
C#CCN(C[C@@H]1[C@@H](OC(=O)NCc2ccccc2F)[C@@H](OC(=O)NCc2ccccc2F)Cn2c(=O)ccc(=O)n21)S(=O)(=O)c1ccc(C)cc1	2.6µM*
COc1cc2c(c(OC)c1OC)C(=O)CO2	4%
Cc1ccc(CN2CCCC2(C)C(=O)NC(C)C)cc1 (configuration not stated)	?
COCc1cccc(-c2csc(C(NC(C)=O)c3cccc(F)c3)n2)c1 (configuration not stated)	-14%
CC1(Cc2ccc(F)cc2)C(=O)Nc2ccc(S(=O)(=O)NC3CCCCC3)cc21 (configuration not stated)	?
OCCN1CCN(CCCN2c3ccccc3CCc3ccccc32)CC1	?
CCC(=O)c1ccc(OCC(=O)OCc2csc(CC(=O)Nc3ccccc3C)n2)cc1	-16%
CCCCC(c1nc2ccccc2[nH]1)n1c(-c2ccccc2)nc2cc(C)c(C)cc21 (configuration not stated)	23µM*
Cc1cc(C)c2nccc(/C=C/c3ccc(N(C)C)cc3)c2c1	10µM*
CCCCNC(=O)C1C(c2ccc(C(F)(F)F)cc2)=Nc2ccccc2N1C(C)=O (configuration not stated)	?
CC1=C(C(=O)N(C)C)CC(CC(=O)NC(c2ccccc2)c2ccccc2)C(=O)N1Cc1ccccc1 (configuration not stated)	-22%
CCCCNC(=O)C1(C)CCCCN1C(=O)c1c(F)ccc(C)c1F (configuration not stated)	-17%
Cc1cc2c(cc1C)N[C@]1(C[C@H]3CCC(=O)N4CC[C@@H](C1)[C@@H]34)C(=Nc1ccccc1C)N2	?
O=C(NC1CCCCC1)c1ccc2c(c1)S(=O)(=O)c1ccccc1C2=O	?
COc1cc2oc(=O)cc(CN3CCN(c4ccc(Cl)c(Cl)c4)CC3)c2cc1Cl	-26%
C#CCn1c(/C=C/c2ccc(Cl)cc2)nc2ccccc21	?
Cc1ccc2nc(-c3ccc(Cl)cc3)c(Cc3cccc(Cl)c3)n2c1	?
C[C@@H]1CN([C@H](C)CO)C(=O)c2cc(Br)cnc2O[C@H]1CN(C)C(=O)Cc1ccncc1	6%
O=C1C(=Cc2cn(-c3ccccc3)nc2-c2ccc(OCc3ccccc3)cc2)SC(=S)N1CCS(=O)(=O)O	?
Cn1nnc2cc(NC(=O)Nc3ccccc3F)ccc21	16µM*
CC1CCCCN1CC(=O)N1CCCc2c1c(=O)oc1ccc(OCc3ccccc3)cc21 (configuration not stated)	4.6µM*
O=C(CCC(=O)N1CCN(S(=O)(=O)c2ccc(Cl)cc2)CC1)NCc1cccc(C(F)(F)F)c1	?
Cc1nc(C(F)(F)F)ccc1C(=O)N1CCC1(C)C(=O)NCc1ccc(Cl)cc1 (configuration not stated)	?
CC(=O)Oc1ccc(OC(C)=O)c2c1C1C=CC2CC1	16µM*
OC1COC(c2ccccc2)OC1C1OC(c2ccccc2)OCC1O (configuration not stated)	4%
CCS(=O)(=O)N1Cc2cc(C(=O)NCCOC)nc(-c3cccc(-c4ccncc4)c3)c2[C@@H]1CCO	-13%
CC(NS(C)(=O)=O)C(c1cccs1)N1CCN(c2ccccc2F)CC1 (configuration not stated)	0%
Cc1nn(C(=O)N2CCOCC2)c(C)c1CN1C(=O)c2ccccc2C1=O	-14%
COC1=CC(=O)OC(c2cccc(C#N)c2)C1 (configuration not stated)	21%
Clc1cc(-c2ccccc2)nc(-c2ccccc2)n1	-21%
COc1c2c(c3c(c1OC)c(=O)c1ccccc1n3C)OCO2	?
CC(=O)N1CCN(S(=O)(=O)c2cccc(C(=O)OCC(=O)NCc3ccccc3Cl)c2)CC1	-2%
Cc1cnc(C(=O)N2CCN(S(=O)(=O)c3cc(C(F)(F)F)cc(C(F)(F)F)c3)CC2)cn1	?
COc1cccc(C=Nc2cc(C(C)C)c(O)cc2C)c1O	3.3µM*
C(=Nc1ccc(/C=C/c2ccnc3ccccc23)cc1)c1ccco1	13µM*
Cc1ccc(Cn2c(C(CO)Nc3nc(-c4ccc(Cl)c([N+](=O)[O-])c4)cs3)nc3ccccc32)cc1 (configuration not stated)	?
COC1OC(CO)C(N(C)C(C)=O)C1O (configuration not stated)	-4%
CC(C)=CCc1c2c(c(O)c3c(=O)c4c(oc13)-c1cc(O)c(O)cc1OC4C=C(C)C)C=CC(C)(C)O2 (configuration not stated)	?
CCc1cccc(C)c1Nc1nn2c(=O)c3ccccc3nc2s1	23µM*
Cc1cccc(NC(=O)c2ncn3c2C(=O)N(C)CC3)c1	?
CSc1ccc(OC2(C)CCN(Cc3ccc(OC(F)(F)F)cc3)C2)cc1 (configuration not stated)	?

The closing two entries of the section above lead into the next:
SMILES	DT40 TDP1 no CPT
Cc1cccc(NC(=O)c2ncn3c2C(=O)N(C)CC3)c1	?
CSc1ccc(OC2(C)CCN(Cc3ccc(OC(F)(F)F)cc3)C2)cc1 (configuration not stated)	?
CCCNC(=O)c1cc(C2CCCCN2S(C)(=O)=O)on1 (configuration not stated)	-7%
CCCCN1C(=O)C(CC(=O)NCCCN(C)C)CC(C(=O)N2CCCCCC2)=C1C (configuration not stated)	-8%
CC(C)C[C@@H]1Cc2[nH]c(=S)[nH]c(=O)c2[C@H](CCc2ccccc2)O1	?
CCCOc1ccc(-c2cc(C(F)(F)F)c(C#N)c(SCCC(=O)O)n2)cc1	?
CC1(C(=O)NCC2CC2)Cc2c(-c3cccc(C(F)(F)F)c3)ccnc2O1 (configuration not stated)	5.8µM*
Cn1cnc([N+](=O)[O-])c1Sc1nc(N)nc2c1ncn2C1CC(O)C(CO)O1 (configuration not stated)	13µM*
COC(=O)[C@@H](Cc1c[nH]c2ccccc12)NCc1cccc(B(O)O)c1	-29%
CCN1CCN(c2ccc(S(=O)(=O)N3CCOCC3)cc2NC(=O)c2ccc(OCC(C)C)cc2)CC1	?
Cc1ccc(NC(=O)c2ccccc2F)c(NC(=O)c2ccccc2F)c1	?
O=C(Nc1ccc2c(c1)OCO2)c1csc([C@H]2C[C@H](O)[C@@H](CO)O2)n1	-13%
CC(C)n1c(=O)nc(-c2ccccc2)c2cc3c(cc21)OCO3	?
Cc1cn([C@H]2C[C@H](O)[C@@H](CNCc3cc(Cl)ccc3OCc3ccc(Cl)cc3)O2)c(=O)[nH]c1=O	?
O=S1(=O)CC(N2CCCCC2)CN1Cc1ccccc1 (configuration not stated)	-14%
COc1cc(OC)nc(C(NC(=O)C2CCN(Cc3ccc(Oc4ccccc4)cc3)CC2)c2ccc(F)cc2)n1 (configuration not stated)	?
COc1ccc(NC(=O)C2(C)CCN2CCOc2ccccc2)cc1OC (configuration not stated)	?
CCC(=O)c1ccc(OCC(=O)OC(C)C(=O)Nc2c(C)n(C)n(-c3ccccc3)c2=O)cc1 (configuration not stated)	-31%
O=C1C=C(NCCc2cc(Br)c(O)c(Br)c2)C(=O)c2ncccc21	2.1µM*
CCOC(=O)C1=C(COC(=O)CNS(=O)(=O)c2ccc(NC(C)=O)cc2)NC(=O)NC1C (configuration not stated)	-3%
Cc1ccc2occ(CN3CCOc4ccc(C(C)(O)COc5ccccc5)cc4C3)c(=O)c2c1 (configuration not stated)	?
COc1ccc(-c2oc3c(c2C(=O)OCCCO)C(OCCO)CCC3)cc1 (configuration not stated)	5%
COc1cc(C)ccc1OCc1cc(C(=O)NC2CCOCC2)no1	-9%
CC(C)(C)C(=O)N1CCC2CC1c1cc(Cl)ccc12 (configuration not stated)	-29%
Cc1ccc(C(=O)NCC(=O)OCCCn2c(=O)[nH]c3ccccc32)cc1C	-11%
COC(=O)c1cc(CNC(=O)c2ccccc2F)cc(NC(=O)c2ccccc2OC)c1	23µM*
COc1cc(C(=O)NCCNc2nc3c(C)cccc3cc2C#N)cc(OC)c1OC	-24%
Cn1c(=O)oc2cc(S(=O)(=O)Nc3ccc(C(=O)O)cc3)ccc21	-16%&16%
O=[N+]([O-])c1ccc2c(c1)C(=NO)c1cc(F)ccc1-2	12µM*
COc1ccc(CNC(=O)c2ccc(S(=O)(=O)N3CC(C)CC(C)C3)cc2)cc1OC (configuration not stated)	?
CC(=O)c1ccc(-c2cc(F)cc3c2OC(CNC(=O)C(C)N2CCOCC2)C3)s1 (configuration not stated)	?
C[C@H]1CN([C@@H](C)CO)C(=O)CCCn2nncc2CO[C@@H]1CN(C)Cc1ccc(C(=O)O)cc1	-5%
O=C(NCc1nnc2n1CCN(Cc1cc3c(cc1Cl)OCO3)CC2)c1cccc(F)c1	?
Cc1cccc(NC(=O)C(C)OC(=O)CNC(=O)C2CCCCC2)c1 (configuration not stated)	-6%
Cc1cc(C)c2cccnc2c1O	1.1µM*
Cc1ccc(C)c(S(=O)(=O)N2CCN(C(=O)CCC(=O)NCc3ccc(Cl)cc3Cl)CC2)c1	?
Cc1ccc(CSc2nnc(-c3ccc(NC(=O)CCc4ccccc4)cc3)n2C)cc1	?
C[C@@H]1CN(S(=O)C(C)(C)C)[C@@H](CCO)/C1=C\c1ccccc1 (some centres not stated)	?
COc1ccc(OC)c(S(=O)(=O)NC(=O)C2(C)CCN2C(=O)c2ccco2)c1 (configuration not stated)	-6%
CCOC(=O)[C@]12CCCC=C1N(CCC1=CCCCC1)C(=O)[C@H](CC(=O)NCc1ccc(C)o1)C2	13µM*
O=C(CSCC(=O)NN=Cc1ccccc1O)NN=Cc1ccccc1O	5.8µM*
Nc1ncnc2c1ncn2[C@@H]1O[C@H](CCC(=O)NCc2ccccc2)[C@@H](O)[C@H]1O	2%
CC(=O)Nc1ccccc1-c1cccc2nccn12	-2%
COc1ccc(CNC(=O)Nc2nc(C(N)CCc3ccccc3)cs2)cc1 (configuration not stated)	?
Nc1nc2cc(Cl)c(Br)cc2o1	-12%
C[C@@H]1CN([C@@H](C)CO)S(=O)(=O)c2ccc(Br)cc2O[C@@H]1CN(C)C(=O)NC1CCCCC1	-22%
Cc1nc(N)[nH]c(=O)c1CCCNc1ccc(CCCCC2(CCl)OCCO2)cc1	?
Cc1ccc2nc(-c3cccc(Br)c3)c(Cc3cccc(Cl)c3)n2c1	18µM*
CC(C)C[C@@H](COCc1ccc(Cl)cc1)N1CCN(C(=O)c2ccc(C(F)(F)F)cc2)CCC1=O	21µM*

By substructure, those above containing an aryl thioether with sulfur outside any ring.
SMILES	DT40 TDP1 no CPT
CSc1ccc(OC2(C)CCN(Cc3ccc(OC(F)(F)F)cc3)C2)cc1 (configuration not stated)	?
CCCOc1ccc(-c2cc(C(F)(F)F)c(C#N)c(SCCC(=O)O)n2)cc1	?
Cn1cnc([N+](=O)[O-])c1Sc1nc(N)nc2c1ncn2C1CC(O)C(CO)O1 (configuration not stated)	13µM*
Cc1ccc(CSc2nnc(-c3ccc(NC(=O)CCc4ccccc4)cc3)n2C)cc1	?

Bioassay records (PubChem)
